USP2a inh – inhibitors of human ubiquitin-specific protease USP2a | AID 463254 | Potency, µM (highest dose often 38.3 µM), for inactives: at the top dose activity change, negative = inhibition, actives largely listed as inhibitors | 0.01% of 330,000 active | USP2 core, Ub-CHOP2 coupled fluorogenic reporter, 485/531 | O75604;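 also: potency is read from the fitted curve at half-maximal effect; plate controls were DMSO wells for no effect and full inhibition by NEM control for full effect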
Target sequence (O75604 whole entry, looked up): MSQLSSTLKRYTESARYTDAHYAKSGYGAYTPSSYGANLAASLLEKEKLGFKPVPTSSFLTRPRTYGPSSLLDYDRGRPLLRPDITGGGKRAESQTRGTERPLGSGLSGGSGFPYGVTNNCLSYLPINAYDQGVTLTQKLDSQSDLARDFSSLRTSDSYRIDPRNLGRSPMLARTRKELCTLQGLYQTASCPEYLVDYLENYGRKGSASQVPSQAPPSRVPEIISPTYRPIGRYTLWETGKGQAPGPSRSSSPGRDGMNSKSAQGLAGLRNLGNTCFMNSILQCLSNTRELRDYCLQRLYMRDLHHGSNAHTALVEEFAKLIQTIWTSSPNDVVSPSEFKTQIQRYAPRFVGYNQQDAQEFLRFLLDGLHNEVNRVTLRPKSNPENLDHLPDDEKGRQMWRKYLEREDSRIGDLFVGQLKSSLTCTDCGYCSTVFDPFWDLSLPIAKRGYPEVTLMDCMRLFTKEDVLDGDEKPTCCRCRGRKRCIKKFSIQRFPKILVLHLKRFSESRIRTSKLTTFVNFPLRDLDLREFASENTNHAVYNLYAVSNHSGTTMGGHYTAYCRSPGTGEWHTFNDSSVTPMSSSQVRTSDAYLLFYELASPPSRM
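Deubiquitinase activity read as fluorescence (485/531 nm) after Ub-CHOP2 cleavage activates the enterokinase reporter on its substrate; USP2 core 10nM, Ub-CHOP2 and substrate 25nM each, 30min compound preincubation then 60min RT; data normalized to NEM, curves fitted.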
FBPA coupling cs – inhibits coupling enzyme system, counter-screen for aldolase hits; activity change, negative = inhibition, % at 58.2 µM, hits read low; coupling enzyme system counterscreen, AmpLite Red fluorescence; 0.67% of 290,000 active; AID 2472; in the data active = activity change below about -30%; also: % is scaled to controls: 0 for no effect and ±100 for the full control effect
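Fluorescence at 525 nm excitation and 598 nm emission measured inhibition of the coupled detection system without aldolase. Compounds (at 57.5 uM final) were preincubated 10 min at room temperature with coupling enzyme reagent before a 20 min substrate/AmpLite Red step.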
GALK inh – inhibitors of human galactokinase; Potency, µM (highest dose often 57.5 µM), for inactives: top-dose activity change, negative = inhibition, most hits filed as inhibitors; Purified GALK, Kinase-Glo residual ATP luminescence; 0.007% of 270,000 active; P51570; AID 1868; also: potency is read from the fitted curve at half-maximal effect; % is scaled to controls: 0 for no effect and ±100 for the full control effect
Target sequence (P51570 whole entry, looked up): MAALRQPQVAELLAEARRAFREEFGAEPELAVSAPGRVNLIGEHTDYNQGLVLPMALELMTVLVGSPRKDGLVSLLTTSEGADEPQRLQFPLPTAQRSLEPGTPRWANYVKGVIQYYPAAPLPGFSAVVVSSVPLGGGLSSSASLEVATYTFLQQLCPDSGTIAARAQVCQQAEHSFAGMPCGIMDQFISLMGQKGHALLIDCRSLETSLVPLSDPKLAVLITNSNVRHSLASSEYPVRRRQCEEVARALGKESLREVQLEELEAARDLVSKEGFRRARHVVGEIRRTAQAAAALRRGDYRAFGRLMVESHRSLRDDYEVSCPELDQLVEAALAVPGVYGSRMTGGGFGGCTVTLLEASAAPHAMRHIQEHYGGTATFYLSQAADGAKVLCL
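Kinase-Glo Plus luminescence measured ATP left after a 1 h room-temperature reaction. The reaction used 5 nM GALK, 100 uM galactose and 35 uM ATP at pH 8.0 (20 mM HEPES, 5 mM MgCl2, 60 mM NaCl, 1 mM DTT, 0.01% BSA).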
PKM2 activator – activators of human pyruvate kinase M2; 0.34% of 260,000 active; purified PKM2, Kinase-Glo ATP luminescence, activation; response scale: 0% is enzyme alone, no compound; AID 1631; Potency, µM (top dose mostly 57.5 µM), for the others: at the top dose activation, usual class: activators; also: potency is read from the fitted curve at half-maximal effect; % is scaled to controls: 0 for no effect and ±100 for the full control effect; nearly all actives have a fitted effect of over 55% in size
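Kinase-Glo luminescence reports ATP generated from ADP (0.1 mM) and PEP (0.5 mM) by purified hPK-M2 after 1 h at room temperature, pH 7.2 imidazole buffer; intermediate enzyme activity allows detecting inhibitors and activators.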
Giardia killer – kills Giardia lamblia | activity change, % at 7.66 µM, hits read low | 0.15% of 340,000 active | Giardia lamblia trophozoite viability | AID 540267; in the data active = activity change below about -80%; inconclusive = between about -30% and that limit;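 also: parasites exposed to compound for two days anaerobically before the ATP read; % is scaled to controls: 0 for no effect and ±100 for the full control effect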
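Trophozoite viability was measured as ATP-dependent luminescence, read 15-30 min after reagent addition. Before that, parasites at 100 cells/well were exposed to compounds for 48 h, anaerobically, at 37 deg C.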
TRPV1 agonist – human TRPV1 agonism | Q8NER1 | TRPV1-expressing cells, Fluo-8 calcium influx, agonist mode | activation, % at 8.33 µM | 0.19% of 320,000 active | AID 540275; in the data active = activation above about 80%; inconclusive = between about 30% and that limit; also: 0% is about no effect
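Fluo-8 calcium influx in TRPV1-expressing cells, kinetic read (ex 480/em 520 nm). Compound added and read 3 min for agonist activity, followed by capsaicin at EC20 final and 2 min further read for enhancement.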
hERG WT inh – inhibitors of human wildtype KCNH2 potassium channel; Q12809; U2OS, BacMam KCNH2, thallium flux FluxOr; active compounds read low; activity change, % at 1.84 µM; 0.37% of 340,000 active; AID 720551;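 active = maximum activity change below -70%; inconclusive = maximum activity change between -70% and -50%; inactive = maximum activity change above -50%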; also: % is scaled to controls: 0 for no effect and ±100 for the full control effect
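U2OS cells transduced with wild-type KCNH2 virus are loaded with FluxOr dye for 45 min, and thallium flux is measured in kinetic reads before and after stimulation buffer. Rate constants are normalized to DMSO controls.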
CXXC DNA block – blocks binding of human MLL CXXC domain to DNA; Q03164; Potency, µM (highest dose often 115 µM), inactives show top-dose activity change, negative = inhibition, actives largely listed as inhibitors; MLL-CXXC / FITC-HOXA9 DNA fluorescence polarization; 0.037% of 290,000 active; active = well fitted inhibition curve with a large enough effect in the polarisation, with a control signal flat, not every such curve was filed as active; inconclusive = small, poorly fitted or top-dose-only effect, or effect the other way, or a change in a side signal; inactive = no such curve, though single readings can be large or run the other way; the % refers to the polarisation; also: potency is read from the fitted curve at half-maximal effect
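Steps: dispense CXXC domain solution (7 uM) → pin compounds or unlabeled HOX-A9 DNA control → 5 min ambient → add FLSN-HOX-A9 solution (50 nM) → spin → 30 min ambient → fluorescence polarization. Tris pH 7.5/NaCl/DTT/BSA buffer.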
KCNH2 3.1 block – KCNH2 3.1 (human) potassium channel inhibition | U2OS KCNH2 3.1, thallium flux FluxOr; active compounds read low | activity change, % (tested at about 1.8 µM) | 0.95% of 340,000 active | AID 720553;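 active = maximum activity change below -70%; inconclusive = maximum activity change from -70% to -50%; inactive = maximum activity change above -50%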;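 also: thallium influx rate constant from kinetic fluorescence after stimulation buffer; % is scaled to controls: 0 for no effect and ±100 for the full control effect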
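Normalized rate constant (relative to positive and negative DMSO controls) derived from a 2 min kinetic fluorescence read after stimulation; U2OS cells expressing the 3.1 isoform via virus at 1.77 x 10^8 /mL.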
Menin-MLL TR inh – inhibitors of human menin-MLL interaction, mutant MLL peptide | O00255 | Menin + Texas Red MLL mutant peptide, fluorescence polarization | Potency, µM (series often up to 61.6 µM), inactives show top-dose FP activity change, negative = inhibition, actives largely listed as inhibitors | 0.23% of 270,000 active; active = well fitted inhibition curve with a large enough effect in the polarisation, with a control signal flat, not every such curve was filed as active; inconclusive = small, poorly fitted or top-dose-only effect, or effect the other way, or a change in a side signal; inactive = no such curve, though single readings can be large or run the other way; the % refers to the polarisation; also: potency is read from the fitted curve at half-maximal effect; % of control where 0% means no effect; many of its hits are not listed in these tables
B2AR arrestin – recruits beta-arrestin to the human beta2-adrenergic receptor; P07550; AID 492947; 0.02% of 330,000 active; beta-arrestin recruitment to beta2AR, cell-based reporter; Potency, µM (titrated, usually from 46.1 µM), for the others: at the top dose activation, most hits filed as activators;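 also: potency is read from the fitted curve at half-maximal effect; 0% = DMSO controls and full agonism = EC100 isoproterenol or metaproterenol; nearly all actives have a fitted effect of over 65% in size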
Starred values were filed as active, the others as inactive; ? = inconclusive; nt = not tested or not shown; [ ] = dose if it differs, or a comment. Unless noted, calls follow the shape of the dose curve; as a rule, active = well fitted curve in the direction sought with a large enough effect; inconclusive = small, poorly fitted or top-dose-only effect, or another doubt; inactive = no such curve, though single readings can be large; an effect the other way counts as inactive or inconclusive. A portion of the library; rates above refer to the full screens.

SMILES	CXXC DNA block	Menin-MLL TR inh	PKM2 activator	KCNH2 3.1 block	B2AR arrestin	FBPA coupling cs	TRPV1 agonist	USP2a inh	GALK inh	hERG WT inh	Giardia killer
CCCCc1nc2cc(C(=O)N3CCCC(OCCC)C3)ccc2o1 (stereo not given)	-4%	nt	nt	-4	0.2%	nt	5	0%	0%	-10	-26
COc1ccc(S(=O)(=O)N2CCc3ccccc32)cc1C(=O)NC1(C)CCS(=O)(=O)C1 (stereo not given)	nt	nt	nt	-2	0.1%	nt	-2	1%	nt	4	-28
NNC(=O)COc1ccc2oc3c(c2c1)CCCC3	-5%	-7%	4%	1	-0.3%	4	?	1%	7%	7	-4
CN1C(=O)/C(=C2\SC(N)=NC2=O)c2ccccc21	?	?	2%	2	-0.5%	-1	0	4%	-3%	-1	-16
COc1ccc(NC(=S)NC23CN4CN(CN(C4)C2)C3)c(OC)c1	2%	0%	-9%	-7	-0.7%	-2	2	4%	-2%	-16	6
COc1cccc(/C=N/Nc2nn3cnnc3c3ccccc23)c1O	-3%	0%	-1%	1	0.1%	-1	0	-2%	1%	5	26
CC1CCCC(C)N1C(=O)COc1ccc([N+](=O)[O-])cc1Cl (stereo not given)	0%	-13%	1%	-36	-0.1%	1	11	0%	1%	7	-7
CNC(=O)c1ccc(Nc2nnc(-c3ccc(C(N)=O)cc3)c3ccccc23)cc1	-2%	-3%	nt	11	0.4%	0	-5	1%	-1%	1	28
Cc1cc(=O)[nH]c(SCC(=O)Nc2ccc(C(=O)O)cc2)n1	-4%	0%	-6%	7	0.2%	15	-3	4%	2%	5	14
O=C(Cc1cscn1)c1ccc(O)cc1O	1%	2%	?	2	0.1%	2	2	0%	-5%	-10	-2
CCC(C(=O)NC1CCCCC1)n1c(SCc2cccc(C)c2)nc2ccncc21 (stereo not given)	5%	-5%	-7%	-2	-0.2%	12	-1	-6%	nt	14	-15
NS(=O)(=O)c1ccc(NC(=O)C2C3C=CC(C3)C2C(=O)O)cc1 (stereo not given)	-6%	-19%	-3%	-22	-0.1%	-3	1	-2%	1%	2	25
COc1ccc(-c2csc(NC(=O)CC(C)C)n2)cc1	1%	23%	-2%	10	-0.3%	-3	19	1%	-3%	-11	-5
CCC(C)NC(=O)Cn1c(=O)sc2ccccc21 (stereo not given)	-1%	-18%	-5%	3	0.5%	-2	5	3%	0%	-16	-9
Cn1c(=O)cc(SCC(=O)NCC2CCCO2)c2ccc(Cl)cc21 (stereo not given)	5%	-2%	6%	5	-0.6%	-1	0	0%	0%	4	-23
CC1(C)Cc2c(sc(NC(=O)c3ccccc3Cl)c2C(=O)O)CO1	6%	?	-1%	4	0.2%	-27	1	2%	1%	3	-7
O=C(COC(=O)CC12CC3CC(CC(Br)(C3)C1)C2)NC(=O)NCc1ccco1	5%	15%	-1%	-7	-3.5%	-1	17	3%	-1%	-9	-19
CCOc1ccc(C(=O)N2CCn3c2nc2ccccc23)cc1	-1%	14%	-1%	-6	-1.0%	2	0	-2%	-2%	-1	6
CO/N=C/c1cc([N+](=O)[O-])ccc1Sc1ccc(C)cc1	6%	0%	-8%	-28	0.1%	-5	12	-4%	5%	0	-15
O=C(c1cn(Cc2ccccc2)nc1-c1cccnc1)N1CCN(Cc2c(F)cccc2Cl)CC1	nt	nt	nt	10	-0.5%	nt	0	-2%	nt	6	7
CCOC(=O)c1ccc(NS(=O)(=O)c2cc3c4c(c2)CCN4C(=O)CC3)cc1	nt	nt	nt	-1	0.0%	nt	-3	-1%	nt	-2	18
C=CCOc1c(CNC2CCCC2)cc(Cl)cc1OC	-2%	-19%	-1%	26	-1.0%	0	-6	2%	3%	3	18
Cc1nonc1NC(=O)c1ccc(Cl)c(S(=O)(=O)N2CCCCC2)c1	0%	35%[activator]	-2%	-14	0.0%	6	13	3%	0%	-11	0
COC(=O)COc1ccccc1C(=O)Nc1ccc(OC)cc1	-6%	-16%	0%	-3	-0.3%	-5	2	3%	-3%	0	-16
CCN(Cc1ccccc1)S(=O)(=O)c1cn(C)cn1	0%	nt	nt	4	-0.1%	nt	2	3%	5%	3	2
O=C1C(c2ccc(F)cc2)N(C2CCCCC2)C(=O)CN1C1CCCC1 (stereo not given)	-3%	?	1%	-13	0.0%	nt	23	-2%	-2%	-8	-3
Cc1cccc(C)c1NC(=O)CS(=O)CC(=O)NCC1OCCc2ccccc21 (stereo not given)	9%	-8%	-2%	12	0.2%	2	-3	0%	-2%	-15	-12
CC(C)C[C@H](NC(=O)NCc1ccc(Cl)cc1)C(=O)O	5%	5%	-2%	9	-0.5%	9	1	-1%	3%	3	-10
CC1Cc2ccccc2N1C(=O)COc1cccc(-n2cnnn2)c1 (stereo not given)	-7%	2%	0%	-8	-0.7%	0	-4	-4%	0%	-9	0
CC(C)C(c1nnnn1Cc1cccs1)N1CCN(C(=O)c2ccco2)CC1 (stereo not given)	-4%	-7%	-4%	-14	0.0%	-2	8	1%	2%	0	-8
Cc1ccc(Cl)c2c1NC(=O)C2(O)CC(=O)c1ccc(Br)cc1 (stereo not given)	?	-2%	-14%	-6	0.3%	4	6	-1%	0%	18	1
N#Cc1ccccc1S(=O)(=O)N1CCN(C(=O)CCC2CCCC2)CC1	nt	nt	nt	11	0.0%	nt	8	2%	nt	0	-5
O=c1cc(NS(=O)(=O)c2ccccc2)nc(SCc2ccccc2Cl)[nH]1	3%	?	4%	-34	-0.2%	0	-5	3%	-1%	10	-16
COc1ccc2oc(C(=O)OCC(=O)NC3(C#N)CCCC3)c(C)c2c1	nt	nt	nt	3	0.1%	nt	25	0%	nt	2	-3
O=C(NC1CCCCC1)C1CN(S(=O)(=O)c2ccccc2)CCN1S(=O)(=O)c1ccccc1 (stereo not given)	2%	9%	4%	-12	-2.6%	2	5	-1%	7%	9	-4
c1ccc(C2(Cn3ccc4ccccc43)OCCO2)cc1	8%	-12%	-7%	-7	-0.2%	-2	8	0%	0%	-4	-10
Cc1ccc(NC(=O)Cn2ccsc2=N)cc1S(=O)(=O)N(C)C	-4%	-6%	3%	-26	0.0%	0	4	-4%	12%	9	-1

In the list so far, 7 have an aryl methoxy group:
SMILES	CXXC DNA block	Menin-MLL TR inh	PKM2 activator	KCNH2 3.1 block	B2AR arrestin	FBPA coupling cs	TRPV1 agonist	USP2a inh	GALK inh	hERG WT inh	Giardia killer
COc1ccc(S(=O)(=O)N2CCc3ccccc32)cc1C(=O)NC1(C)CCS(=O)(=O)C1 (stereo not given)	nt	nt	nt	-2	0.1%	nt	-2	1%	nt	4	-28
COc1ccc(NC(=S)NC23CN4CN(CN(C4)C2)C3)c(OC)c1	2%	0%	-9%	-7	-0.7%	-2	2	4%	-2%	-16	6
COc1cccc(/C=N/Nc2nn3cnnc3c3ccccc23)c1O	-3%	0%	-1%	1	0.1%	-1	0	-2%	1%	5	26
COc1ccc(-c2csc(NC(=O)CC(C)C)n2)cc1	1%	23%	-2%	10	-0.3%	-3	19	1%	-3%	-11	-5
C=CCOc1c(CNC2CCCC2)cc(Cl)cc1OC	-2%	-19%	-1%	26	-1.0%	0	-6	2%	3%	3	18
COC(=O)COc1ccccc1C(=O)Nc1ccc(OC)cc1	-6%	-16%	0%	-3	-0.3%	-5	2	3%	-3%	0	-16
COc1ccc2oc(C(=O)OCC(=O)NC3(C#N)CCCC3)c(C)c2c1	nt	nt	nt	3	0.1%	nt	25	0%	nt	2	-3

Structures listed so far that have bromine (2):
SMILES	CXXC DNA block	Menin-MLL TR inh	PKM2 activator	KCNH2 3.1 block	B2AR arrestin	FBPA coupling cs	TRPV1 agonist	USP2a inh	GALK inh	hERG WT inh	Giardia killer
O=C(COC(=O)CC12CC3CC(CC(Br)(C3)C1)C2)NC(=O)NCc1ccco1	5%	15%	-1%	-7	-3.5%	-1	17	3%	-1%	-9	-19
Cc1ccc(Cl)c2c1NC(=O)C2(O)CC(=O)c1ccc(Br)cc1 (stereo not given)	?	-2%	-14%	-6	0.3%	4	6	-1%	0%	18	1

Assay outcomes: PubChem BioAssay, National Center for Advancing Translational Sciences (NCATS)
